# EPAC2 antagonist = qHTS for Antagonist of cAMP-regulated guanine nucleotide exchange factor 2 (EPAC2): primary screen | Rap guanine nucleotide exchange factor 4 (Homo sapiens), Q8WZA2 | EPAC2 GEF exchange of Rap1B-BODIPY-GDP, fluorescence | Potency, µM (highest dose often 114 µM), for inactives: at the highest dose activity, negative = inhibition, actives largely listed as inhibitors | 360,000 compounds, 0.18% hits | AID 720708, 2013; note: potency is the fitted concentration of half-maximal effect; % is set by controls: 0 for no effect and ±100 for the full control effect; nearly all actives have a fitted effect of over 45% in size; many of its hits are not listed in these tables
# FUS yeast rescue = qHTS for Suppressors of FUS Proteinopathy: Primary screen using FUS-linked yeast assay. S. cerevisiae FUS-expressing, growth rescue, OD600, 24 h. 390,000 compounds, 0.24% hits. AID 1347120, 2019. Potency, µM (series often up to 76.6 µM), for inactives: at the highest dose growth rescue (activation), hits mostly activators;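 note: potency is the fitted concentration of half-maximal effect; plate controls were DMSO vehicle for no effect and reference control for full effect; nearly all actives have a fitted effect of over 55% in size; some results filed as inactive show a strong effect at the top dose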
#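 Steps: raffinose overnight preculture; dilution to OD 0.005 in 2% galactose minimal medium; compound addition (concentration series); 24hr at 30C, 99% humidity; absorbance read at 600 nm.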
# D3 ag = qHTS of D3 Dopamine Receptor Agonist: qHTS; D(3) dopamine receptor (Homo sapiens), P35462; D3R DiscoveRx beta-arrestin cells, luminescence, 90 min; max activation, %; 410,000 compounds, 0.58% hits; AID 652048, 2013; in the data active = max activation above about 30%; note: 0% is about no effect; mostly tested at two doses, the higher about 12 µM
# Target sequence (P35462 whole entry, looked up): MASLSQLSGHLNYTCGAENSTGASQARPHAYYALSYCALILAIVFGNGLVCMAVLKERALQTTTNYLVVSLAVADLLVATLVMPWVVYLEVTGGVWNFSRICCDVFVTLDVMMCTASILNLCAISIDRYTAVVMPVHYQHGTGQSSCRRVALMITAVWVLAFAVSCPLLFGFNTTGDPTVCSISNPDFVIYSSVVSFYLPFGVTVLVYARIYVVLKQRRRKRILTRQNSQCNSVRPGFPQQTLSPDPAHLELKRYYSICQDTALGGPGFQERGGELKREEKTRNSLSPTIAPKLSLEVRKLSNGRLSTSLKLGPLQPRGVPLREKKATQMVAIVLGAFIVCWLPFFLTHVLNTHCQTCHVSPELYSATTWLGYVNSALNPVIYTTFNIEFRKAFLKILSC
#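 Cells at 1500/well, incubated overnight, then treated with pinned compounds (dopamine as control) for 90 min at 37 degrees C. DiscoveRx reagent added for 30 - 60 minutes at room temperature; luminescence read.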
# TDP43 rescue = qHTS of TDP-43 Inhibitors; TDP-43 expressing yeast growth rescue, BacTiter-Glo, 24 h; Potency, µM (highest dose often 46.1 µM), for inactives: top-dose growth rescue (activation), most hits filed as activators; 410,000 compounds, 1.8% hits; note: potency is the fitted concentration of half-maximal effect; % of control where 0% means no effect; nearly all actives have a fitted effect of over 50% in size
#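 In this qHTS, compounds that restore growth of yeast expressing TDP-43 appear as activators. Cells (OD600=0.02, galactose medium, raffinose-pregrown) are incubated with compound 24 hr at 30 deg C and growth is quantified by BacTiter-Glo.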
# EPAC2 agonist = qHTS for Agonist of cAMP-regulated guanine nucleotide exchange factor 4 (EPAC2): primary screen | 360,000 compounds, 0.079% hits | EPAC2 activation, biochemical qHTS; response scale: 100% = 6.5 mM cAMP response | AID 720711, 2013 | Potency, µM (top dose mostly 154 µM), without a hit: at the highest dose activation, most hits filed as activators | Rap guanine nucleotide exchange factor 4 (Homo sapiens), Q8WZA2; note: potency is the fitted concentration of half-maximal effect; nearly all actives have a fitted effect of over 50% in size
#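 qHTS, titration series. 100 nM EPAC2 / 250 nM Rap1B-BODIPY-GDP / 50 uM GDP; RT; ex 480/em 540 nm, 5-min reads to 30 min. Norm. to 6.5 mM cAMP = activation.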
# DRD3 antagonist = qHTS of D3 Dopamine Receptor Antagonist: qHTS; D3R cells, DiscoveRx beta-arrestin luminescence, antagonist mode; active compounds read low; max response, negative = inhibition, %; 360,000 compounds, 2.5% hits; in the data active = max response below about -50%; inconclusive = no clear call, values can overlap the other calls; note: % is set by controls: 0 for no effect and ±100 for the full control effect; mostly tested at two doses, the higher about 12 µM
#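 Cells expressing the human receptor were seeded at 1500 cells/well, incubated overnight at 37 degrees C in 5% CO2, then exposed to library compounds with dopamine controls for 90 minutes at 37 degrees C before luminescent detection.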
# aSyn yeast inh = qHTS of alpha-syn Inhibitors. Yeast expressing alpha-synuclein, growth rescue, BacTiter-Glo, 24 h. 370,000 compounds, 0.14% hits. Potency, µM (titrated, usually from 46.1 µM), for inactives: at the highest dose growth rescue (activation), most hits filed as activators; note: potency is the fitted concentration of half-maximal effect; % of control where 0% means no effect; nearly all actives have a fitted effect of over 65% in size
#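 Screening used galactose-induced yeast with toxic alpha-synuclein levels, exposed to compound for 24 hr at 30 deg C. Cell growth, read with BacTiter-Glo luminescence, gave the measured signal.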
# Abeta rescue = qHTS for compounds that reverse cellular toxicity of Amyloid beta (A-beta) peptide in yeast: Primary Screen | yeast expressing A-beta42, growth rescue, OD600, 48 h; response scale: 0% DMSO, 100% iron-clioquinol control | Potency, µM (highest dose often 46.1 µM), without a hit: top-dose growth rescue, usual class: activators | 410,000 compounds, 0.063% hits | AID 1347071, 2019; note: potency is the fitted concentration of half-maximal effect; nearly all actives have a fitted effect of over 55% in size
#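 Yeast growth medium received pinned compounds, then yeast cells expressing toxic A-beta were added; plates incubated at 30 C for 48 hr. Growth read as absorbance at 600 nm, normalized to DMSO and equimolar FeCl3 plus clioquinol controls.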
# The depositor's hits bear a star; ? = inconclusive; / = not tested or not shown; & = joins results of further samples; [ ] = dose if it differs, or a comment. Unless noted, calls come from the whole dose curve; as a rule, active = well fitted curve in the direction sought with a large enough effect; inconclusive = small, poorly fitted or top-dose-only effect, or another doubt; inactive = no such curve, though single readings can be large; an effect the other way counts as inactive or inconclusive. Not all compounds are listed, so the mix of outcomes need not match the whole.
Compound	EPAC2 antagonist	FUS yeast rescue	D3 ag	TDP43 rescue	EPAC2 agonist	DRD3 antagonist	aSyn yeast inh	Abeta rescue
COc1ccc(C(=O)Nc2cc3c4c(c2)CC(=O)N4CCC3)c(OC)c1	7%	33%	8	14%	-3%	25	4%	-15%
O=C(CS(=O)(=O)c1cccc(Cl)c1)Nc1ccccc1Cl	5%	-1%	0	?	3%	3	19%	23%
CS(=O)(=O)c1ccc2nc(NC(=O)CS(=O)(=O)Cc3ccccc3)sc2c1	-2%	-17%	0	9%	15%	0	-4%	-6%
Cc1ccc(SCCC(=O)N/N=C/c2ccccc2O)cc1	1%	0%	4	3%[9.22 µM]	-9%	-2	24%	3%
Cc1ccc(NC(=O)CSc2nc(=O)cc(N)n2CCc2ccccc2)cc1	-2%[57.1 µM]	32%&42%	1&-6	-6%&-1%	9%	10	-5%	-5%&-13%
O=C1c2ccccc2C(=O)N1Cc1nc(-c2ccncc2)no1	-3%	11%	2	-7%	13%	23	1%	2%
CCOc1ccc(NC(=O)CN2CCN(CC(=O)Nc3cccc(F)c3)CC2)cc1	6%	-10%	12	2%	4%	?	-12%	7%
Nc1nc(CCl)nc(Nc2cccc3ccccc23)n1	3%	16%	3	23%	6%	7	-9%	-11%
CCN(CC(=O)Nc1ccc2c(c1)OCCO2)C(=O)/C=C/c1ccc(OC)cc1OC	-3%	/	-14	-12%	1%	-9	-2%	1%
Cc1ccc(S(C)(=O)=O)cc1C(=O)NC(C)C1CC2CCC1C2 (stereo unspecified)	-5%	-8%	5	5%	10%	6	6%	1%
Cc1ccc(CNC(=O)C2CCC(=O)N(Cc3cccc(C(F)(F)F)c3)C2)o1 (stereo unspecified)	0%	23%	-11	-16%	-19%	-25	-1%	-4%
O=C(Nc1ccccc1C(F)(F)F)N1CCC(CN2CCc3ccccc3C2)CC1	/	7%	-19	2%	/	/	/	-14%
C=CCn1c(O)c(C2=c3ccccc3=NC2=O)s/c1=N/c1nccs1	-21%	7%	2	18%	-1%	-1	-1%	-15%
CCOc1ccc(C(=O)N2CCN(c3cccc(C)c3C)CC2)cc1	-9%	?	4	?	14%	25	6%	-4%
CC(NS(=O)(=O)c1ccc(Cl)c(Cl)c1)C(=O)Nc1cccnc1 (stereo unspecified)	-1%	-1%	-5	5%	-6%	-57*	-3%	11%
CCOC(=O)c1c(NC(=O)c2ccc(S(=O)(=O)N(CC)CC)cc2)sc2c1CCCCC2	/	-13%	-9	4%	/	/	/	-11%
O=C(Cn1c(=O)c2c(ncn2Cc2ccccc2)n(Cc2ccccc2)c1=O)N1CCc2ccccc21	9%	46%	-15	-13%	7%	6	-9%	-3%
Cc1ccc([C@H]2C[C@H](n3cc(C4CC4)nn3)[C@@H](O)CN2Cc2cccs2)cc1	0%	9%	-3	11%	6%	2	-2%	-1%
OCCCNC(=S)Nc1ccc2nc(-c3ccccn3)c(-c3ccccn3)nc2c1	-1%	2%	7	-8%	4%	-20	-9%	2%
COc1ccccc1C(=O)NCCC(=O)N1CCCC(C(F)(F)F)C1 (stereo unspecified)	-7%	17%	-10	-10%	8%	-19	-2%	0%
COc1ccc(CNC(=O)OCCN2CCN(Cc3ccccc3)CCC2=O)cc1	3%	-10%	-4	19%	4%	0	0%	7%
COc1ccc(NC(=O)c2ccc(-c3ccc(OC)cc3)s2)cc1	5%	-15%	-4	-5%	-5%	4	0%	1%
Cc1c(C(=O)Nc2ccc(F)cc2F)nnn1-c1ccccc1Br	/	17%	1	32µM*	/	/	/	1%
Cc1nc(C)c(-c2nnc(-c3cccc(S(=O)(=O)N(C)C)c3)o2)cc1C(=O)NN	10%	12%	0	1%	7%	14	4%	-3%
COc1cccc(C2C=C(c3ccc(OC)cc3OC)Nc3nnnn32)c1 (stereo unspecified)	12%	21%	4	?	9%	24	1%	10%
CC(=O)[C@@]1(O)C(C)CC2C3C=C(C)C4=Cc5c(cnn5-c5ccccc5)C[C@]4(C)C3C(O)C[C@@]21C (stereo partly specified)	4%	36%	-3	11%	5%	22	5%	1%
COc1ccc2c(c1OC)C(=O)OC2CC(=O)c1ccc(N(C)C)cc1 (stereo unspecified)	8%	12%	2	2%	0%[15.6 µM]	2	-3%	-4%
Cc1c(C(=O)OCC(=O)N2CCCCC2C)oc2ccccc12 (stereo unspecified)	4%	-21%	-5	-14%	2%	10	11%	-1%
Cc1ccc(S(=O)(=O)N2CCCCC2)cc1NC(=O)COC(=O)c1cccn1C	5%	23%	2	9%	21%	?	-16%	1%
CCC(C)NC(=O)Cn1c(COc2ccc(Cl)cc2Cl)nc2ccccc21 (stereo unspecified)	11%	-4%	-5	2%	-4%	1	-3%	-13%
O=C(Nc1ccc(-c2nc3ccccc3s2)cc1)C1=COCCO1	13%	0%	-5	-18%	7%	-14	-11%	-7%
O=C(CN1CCN(c2ccccn2)CC1)Nc1ccc(F)cc1F	5%	-35%	5	-4%	4%	6	-5%	-11%
O=C(CC[C@H]1O[C@@H](n2ccc(=O)[nH]c2=O)[C@H](O)[C@@H]1O)NC1CCN(Cc2ccccc2)C1 (stereo partly specified)	8%	-12%	1	?	4%	-23	-5%	0%
CCOC(=O)C(NCCc1ccccc1F)(NC(=O)CC)C(F)(F)F (stereo unspecified)	-8%	/	19	?	8%	9	?	-41%[inhibitor]
CCN(C(=O)COC(=O)c1cc(-c2cccc3ccccc23)nc2ccccc12)C1CCS(=O)(=O)C1 (stereo unspecified)	-7%	/	2	17%	11%	-3	-1%	-9%
COc1ccc(/C=N\NC(=O)c2ccccc2F)cc1COc1ccc(F)cc1F	-16%	3%	-10	?	-6%	2	4%	7%
CN(Cc1ccccc1)C(=O)c1ccc([N+](=O)[O-])o1	-1%[57.1 µM]	-27%	2	-18%	9%	-5	-1%	-35%
CC(=O)c1c(C)[nH]c(C(=O)OCC(=O)Nc2ccc3c(c2)OCCO3)c1C	13%	/	2	21%	-8%	40	1%	2%
COCc1ccccc1C1=CC(=O)C[C@H](c2ccc(OC)cc2)C1	-9%	20%	2	11µM*	10%	-3	9%	2%
COc1ccccc1-c1cnc2c(Nc3cccc(OC(F)(F)C(F)F)c3)nccn12	-22%	14%	5	21%	2%	91	-23%	-13%
O=C(NC1CCS(=O)(=O)C1)c1ccccc1Cl (stereo unspecified)	-5%	-9%	-5	13%	7%	16	1%	5%
CCc1ccc(S(=O)(=O)c2nnn3c2nc(N(C)Cc2ccccc2)c2cc(Cl)ccc23)cc1	/	-3%	8	8%	/	/	/	-7%
CN(C)CCN1CCN(C2CN(Cc3cn(Cc4ccc(F)cc4)nn3)S(=O)(=O)C2)CC1 (stereo unspecified)	1%	-2%	2	20%	16%	-3	-4%	1%
Cc1ccc(OCC(=O)NCCCNC(=O)c2ccco2)cc1C	0%	18%	3	-2%	9%	6	1%	6%
COc1ccc(CC(=O)N2CCNC2=O)cc1	3%	1%	1	11%	-3%	5	-1%	-16%
COc1ccc(N2CSC3=C(C#N)C(c4cccs4)CC(=O)N3C2)cc1 (stereo unspecified)	4%	-8%	-12	-12%	5%	3	-3%	-10%
Cc1nn(CC(=O)Nc2ccc(Cl)cn2)c(C)c1[N+](=O)[O-]	-9%	10%	-5	-2%	8%	-17	-1%	1%
Cc1cccc(C)c1OCC(=O)NCc1nnc(SCC(=O)NC2CCCCC2)n1C	11%	32%	-7	2%	0%	-72*	1%	-2%
CC1C(=O)N2CCCc3cc(S(=O)(=O)Nc4ccc(Br)cc4F)cc1c32 (stereo unspecified)	/	35%	16	3%	/	/	/	-12%
COc1ccc(CCNC(=O)c2cc3sccc3n2Cc2ccc(Cl)cc2)cc1OC	/	32%	-13	9%	/	/	/	-10%
CCCCC(=O)Nc1ccccc1CC	9%	-3%	-15	-18%	0%	-65*	-1%	-4%
Nc1cc(=O)[nH]c(SCc2ccccc2)n1	2%	-16%	-8	16%	13%	5	10%	-2%
S=C(Nc1ccccc1)N1CCOCC1	4%	-13%	7	-14%	4%	6	0%	-11%
CCC(C)(C)NC(=O)c1ccc(S(=O)(=O)N(C)c2ccccc2OC)cc1	0%	22%	1	5%	9%	227	6%	18%
COc1ccc(-c2nc(CSCC(=O)NCCc3ccc(OC)c(OC)c3)c(C)o2)cc1	/	12%	-8	8%	/	/	/	-20%
COc1ccc(OC)c(S(=O)(=O)Nc2cc(C(=O)O)ccc2N2CC3CC(C2)c2cccc(=O)n2C3)c1 (stereo unspecified)	-7%	8%	0	-6%	3%	1	-7%	-6%

# (listing goes on)
Compound	EPAC2 antagonist	FUS yeast rescue	D3 ag	TDP43 rescue	EPAC2 agonist	DRD3 antagonist	aSyn yeast inh	Abeta rescue
O=C(Nc1cccc(S(=O)(=O)N2CCCCC2)c1)C1COc2ccccc2O1 (stereo unspecified)	1%	18%	-6	?	12%	17	7%	1%
O=C(NC1CCCC1)C(c1cccnc1)N(C(=O)c1csnn1)c1ccc(F)cc1 (stereo unspecified)	7%	9%	0	-1%	0%	22	-1%	2%
Cc1c(NC(=O)CSCc2ccco2)c(=O)n(-c2ccccc2)n1C	4%	16%	-9	-15%	-3%	0	2%	-6%
CCOc1nnc(C)c2c(C)n(-c3cccc(OC)c3)nc12	6%	-11%	5	-6%	7%	-25	5%	13%
CCCn1c(=O)c2sccc2n2c(CCCC(=O)NCCOC)nnc12	/	-28%	-4	14%	/	/	/	-2%
C/C(O)=C(\C#N)c1nc2ccccc2[nH]1	2%	-30%	-3	-12%	-10%	-15	-13%	-3%
